Dynein transport – dynein cargo transport inhibition; 3617.4 mouse cells, GR-EGFP nuclear translocation imaging; test concentration mostly 20 µM; stimulated with dexamethasone, 1 µM; hits give low values; z-score, hits read low; actives 0.47% (n = 220,000); AID 1381;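 active = plate z-score of nuclear minus cytoplasmic receptor signal below a set negative limit, without overly bright fluorescence or cell loss, cut at about -3.5 in these data, passing the limit was not always enough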;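 note: z-score of nuclear minus cytoplasmic ring GR-EGFP intensity difference per well; some compounds called inactive have numbers as strong as hits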
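medium = tetracycline-free induction medium containing charcoal-stripped FBS | probe or stimulus = dexamethasone, 1.0 µM final | timing = 48 h induction, then 1 h compound, then 30 min agonist, 37 °C | detection = automated 10x imaging of fixed Hoechst-stained cells | read-out basis = nuclear versus cytoplasmic GR-EGFP signal, averaged per well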
Lipid droplet – hepatic lipid droplet formation modulation; AML12 mouse hepatocytes, oleate lipid droplets, BODIPY imaging; inhibition, % at 6.5 µM; actives 0.4% (n = 240,000); AID 1656;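 active = lipid droplet intensity inhibited by at least 50%, with more than 500 cells counted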
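Test system: AML12 mouse liver cells; schedule: overnight exposure; technique: high-content imaging of BODIPY-stained droplets and DAPI nuclei; read-out: % inhibition of corrected integrated BODIPY droplet signal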
Ins promoter up – MIN6 insulin promoter up-regulation. actives 0.3% (n = 190,000). z-score at 5 µM. MIN6 insulin promoter-GFP reporter, high-content imaging; hits give high values;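 active = z-score above 3 at 5 µM with at least 500 cells counted in the well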
human PMI inhibition – inhibitors of human PMI, primary screen, biochemical, fluorescence intensity, coupled assay (AID 1209). purified PMI enzyme, coupled fluorescence intensity; higher % means a stronger effect. one-dose inhibition, % at 20 µM; IC50 in µM for titrated hits. actives 0.42% (n = 190,000); in the data active = inhibition above about 50%;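 note: plate controls were DMSO vehicle for no effect and wells lacking substrate for full effect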
b-catenin transl – alters nuclear translocation of beta-catenin in HeLa cells. immunofluorescence imaging. nuclear translocation activity, % at 5 µM. actives 0.3% (n = 190,000);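 active = nuclear translocation activity above 50% at 5 µM, with a well cell count of 50 or more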;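 note: per-cell ratio of nuclear to cytoplasmic median beta-catenin stain intensity; plate controls were DMSO negative control for no effect and GSK-3 inhibitor IX positive control for full effect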
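Test system: HeLa cells, endogenous beta-catenin; Compound: single 5 µM dose plus 0.02–20 µM confirmation series; Times: compound exposure 24 h at 37°C; Signal: fluorescence imaging of beta-catenin antibody stain plus DAPI; Read-out: % activation, nuclear-to-cytoplasmic median beta-catenin signal ratio per cell.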
T cell HTS – modulates CD8 T cell binding to vesicles | 2C CD8+ T cell-vesicle binding, flow cytometry; hits give low values | calls only at 7 µM | actives 0.068% (n = 330,000);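 active = response, share of CD8 T cells binding vesicles, and their 90th percentile fluorescence all below set limits, cut at about 80% in these data, passing the limit was not always enough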
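System: murine 2C transgenic CD8+ T lymphocytes; also added: QL9-loaded Drosophila micro-vesicles; times: binding 1.5 h at 37 °C; measured by: flow cytometry, PE anti-B7-1 (FL2) versus Alexa647 anti-CD8 (FL8), PFA-fixed; control set: Peptide-free naked vesicles (low) and QL9 vesicles with 0.7% DMSO vehicle (high)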
TNAP activation fold – stimulation of alkaline phosphatase TNAP activity – biochemical, luminescent, no phosphate acceptor, uHTS, primary screen (AID 1001); purified TNAP, luminescent activation assay, no phosphate acceptor; higher activation fold means a stronger effect; one-dose activation fold at 20 µM; EC50 in µM for titrated hits; actives 0.03% (n = 200,000); in the data active = activation fold from about 3, or a potency from the dose series; inactive = the rest, 99 in 100 with activation fold below about 1.6; note: many of its hits are not listed in these tables
Myeloid diff 2 – myeloid differentiation induction; ER-HoxA9 myeloid progenitors, lysozyme-GFP differentiation, flow cytometry; actives 1% (n = 360,000); calls only at 10 µM;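 active = normalized GFP-positive differentiation at or above the plate's own cutoff, the solvent-only control mean plus 3 SD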;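 note: cells exposed to compound for four days before flow analysis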
MT stabilize HCS – stabilizes microtubules in HeLa cells | HeLa tubulin immunostaining HCS, 24 h; share of cells brighter than vehicle mean+2SD | % tubulin-high responders, % at 10 µM | actives 0.83% (n = 200,000) | AID 2205;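 active = plate Z-score above 3 for both tubulin-high and condensed-nucleus cell shares, with cell loss under 80%, at 10 µM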;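 note: anti alpha tubulin signal scored within the nucleus-defined area of each cell; some results filed as inactive read as strong as hits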
Dynein transport cytoplasmic EGFP – second read-out of Dynein transport, no call of its own (marks repeat the call); z-score; measured here: cytoplasmic GR-EGFP intensity; hits give high values
Dynein transport nuclear GR-EGFP – further read-out of Dynein transport, marked with its call; z-score; measured here: nuclear GR-EGFP intensity;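 lower value marks the stronger effect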
Dynein transport cell count – also measured in Dynein transport; calls as there; z-score; measured here: cell count per field
Ins promoter up cell count – further read-out of Ins promoter up, marked with its call; cell count; measured here: cytotoxicity, nuclei count;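 total cells summed across four imaged fields per well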
Lipid droplet cells 6.5 µM – further read-out of Lipid droplet, marked with its call; cell count; measured here: cell count, cytotoxicity flag;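 cells counted across two imaged fields per well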
b-catenin transl cell count 5 µM – second read-out of b-catenin transl, no call of its own (marks repeat the call); cell count; measured here: cell count, cytotoxicity flag
T cell HTS vesicle-bound % – also measured in T cell HTS; calls as there; double positive events, %; measured here: CD8+ vesicle-bound cell fraction;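 binding gate set so that unloaded-vesicle control wells show 10% double positive cells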
MT stabilize HCS Hoechst-high % – second read-out of MT stabilize HCS, no call of its own (marks repeat the call); % Hoechst-high responders; measured here: nuclear condensation Hoechst responders;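 share of cells brighter than vehicle mean plus two SD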
MT stabilize HCS cytotoxicity % – also measured in MT stabilize HCS; calls as there; toxicity, %; measured here: cytotoxicity by cell density;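 0% = mean cell density of plate MIN control wells and 100% = no cells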
Myeloid diff 2 GFP+ MAC1+ % – recorded beside Myeloid diff 2, whose call it bears; GFP+ MAC1+ double positive, %; measured here: differentiation confirmed by MAC1 staining
An asterisk follows results filed as active; i = inactive; / = not tested or not shown.

SMILES	Dynein transport	Dynein transport cytoplasmic EGFP	Dynein transport nuclear GR-EGFP	Dynein transport cell count	Lipid droplet	Lipid droplet cells 6.5 µM	Ins promoter up	Ins promoter up cell count	human PMI inhibition	b-catenin transl	b-catenin transl cell count 5 µM	T cell HTS	T cell HTS vesicle-bound %	TNAP activation fold	Myeloid diff 2	Myeloid diff 2 GFP+ MAC1+ %	MT stabilize HCS	MT stabilize HCS Hoechst-high %	MT stabilize HCS cytotoxicity %
O=C(CSc1nnc(-c2ccc3c(c2)OCO3)o1)Nc1ncc(C(F)(F)F)cc1Cl	0.039	-0.31	0.52	-0.14	6	716	1	1391	3%	-0.1	1409	i	38	1.1	i	0.6	2.7	2.8	8.4
COC(=O)Nc1ccc(S(=O)(=O)N(C)C)cc1	0.4	-0.22	0.11	-0.0033	14	759	-0.61	1243	16%	-3.7	1295	i	43	1.1	i	0.7	4.4	1.8	0.2
CCOC(=O)COc1ccc(S(=O)(=O)N2CCN(c3ccc(OC)cc3)CC2)cc1	0.36	-0.23	0.12	-0.61	3	722	-0.05	1403	14%	-0.3	1082	i	51	1	i	0.9	5.4	2.6	5.7
Cc1ccccc1NS(=O)(=O)c1ccc(NC(=O)c2ccco2)cc1	0.22	-0.21	-0.075	0.8	2	708	0.57	1296	15%	/	/	i	39	1.1	i	0.6	2.5	2.1	5.3
CCCc1ccc(C(=O)[C@@H]2[C@@H](C(C)=O)N3c4ccc(F)cc4C=C[C@@H]3[C@@]23C(=O)Nc2ccccc23)cc1	0.067	0.66	1	-2.5	-24	758	-0.33	1086	/	1.2	1290	i	34	/	i	1.1	/	/	/
CC(C)(C)Cc1nc(-c2ccc(Cl)cc2)no1	3	0.36	2.2	-2.1	-1	721	/	/	1%	-6.1	1085	i	54	1.1	i	0.7	1.4	0.7	11
COc1cc(/C=C(/C#N)C(=O)Nc2ccc(Cl)cc2)ccc1Oc1nc(Cl)ncc1F	-0.34	-0.23	0.66	-0.45	0	627	-0.11	896	/	-1.1	1393	i	23	/	i	0.9	/	/	/
CCCN(CCC)C(=O)CSc1nc2ccsc2c(=O)n1NC(=O)c1ccccc1	-0.56	-0.17	-0.16	1.2	/	/	-1	1349	-1%	-2.3	986	i	19	1.1	i	1.5	2.9	1.8	7.6
COc1ccccc1/C=N\Nc1cn[nH]c(=O)c1Cl	-0.73	-0.29	-0.39	0.4	-20	634	-0.32	1145	4%	1.8	910	i	54	1.1	i	0.2	3.2	2.5	0.5
CCn1c(CNc2ccc(F)cc2)nnc1SCC(=O)OC1CCCCC1	0.57	0.058	0.88	-1.5	/	/	-0.85	1317	8%	1.1	1107	i	63	1.1	i	6.7	4.2	3.4	6.9
Cc1ccc(CNC(=O)Cn2cc(C(F)(F)F)ccc2=O)cc1	-0.36	-0.31	-0.29	0.43	2	583	-0.14	1268	-9%	1.9	476	i	3	1.1	i	0.9	1.5	3.0	3.1
CC(C)c1ccc(C(=O)N(c2ccccn2)C(C)c2ccco2)cc1 (stereo not drawn)	0.14	-0.49	0.19	0.026	/	/	0.16	1259	10%	2.6	1460	i	30	1.1	i	1.0	3.2	1.3	2.6
CCN(CC)CCCNC1CCS(=O)(=O)C1 (stereo not drawn)	-0.2	-0.21	0.052	-0.2	8	743	-1.1	1089	7%	-0.3	1039	i	30	1.1	i	2.4	1.7	1.7	5.2
C/C(=N\N=C1\NC(=O)CC(C(=O)O)S1)c1cccs1 (stereo not drawn)	0.0059	-0.21	0.52	0.052	/	/	/	/	4%	/	/	i	31	1	i	7.2	2.4	2.2	8.6
CC(=O)Nc1ccc(Oc2ncccn2)c(Cl)c1	2.5	1.8	1.6	-1.3	0	775	/	/	0%	/	/	i	16	1.1	i	0.8	1.7	1.2	19
Cc1cc(N/N=C/c2ccccc2Br)nc2ccccc12	-0.27	-0.22	0.16	-0.22	-1	712	-0.8	1331	3%	2.7	828	i	17	1	i	0.2	3.4	3.3	10
CCC1CCCCN1C(=O)Cn1c(=O)oc2ccccc21 (stereo not drawn)	-0.81	-0.15	-0.43	1.1	/	/	0.87	1292	5%	-3.2	884	i	42	1.2	i	0.7	5.4	2.2	4.9
COc1cc(/C=C(\NC(C)=O)C(=O)NC(C)(C)CC(C)(C)C)ccc1OC(C)=O	-0.06	-0.28	-0.2	0.25	15	683	0.03	1317	11%	-1.5	1126	i	13	1.1	i	0.5	2.1	3.1	7.0
CCOC(=O)C1=C(c2ccccc2)NC(=O)NC1c1ccc(O)c(OCC)c1 (stereo not drawn)	-0.62	-0.36	-0.78	1.2	-4	653	0.44	1236	-1%	0.6	1012	i	36	1.1	i	0.8	2.8	2.0	0.7
CN(C)Cc1ccc(O)c(CCc2ccccc2)n1	-1.6	-0.05	-0.88	0.63	52*	750*	/	/	-20%	-3.3	1229	i	36	1.1	i	0.4	2.9	3.3	7.4
O=C(/C=C/c1ccc(Cl)cc1Cl)n1cccn1	0.2	-0.11	0.46	0.71	/	/	1.6	1335	5%	-0.7	1412	i	26	1.1	i	0.2	2.4	1.7	5.6
CCOC(=O)CSc1c(-c2ccc(Cl)cc2)[nH]c2ccccc12	-0.35	-0.26	-0.18	0.79	-5	674	-0.24	1403	8%	-0.9	530	i	61	1	/	/	3.1	2.0	5.3
CCCN(CCC)CCNC(=O)CS(=O)Cc1nc(-c2ccc(C)cc2)oc1C (stereo not drawn)	-0.73	-0.07	-0.0072	0.58	/	/	/	/	-2%	/	/	i	24	1	i	0.8	4.3	1.2	5.7
C=CCN=C(NC#N)SC	0.54	-0.27	0.01	0.46	12	785	-0.08	1386	/	2.0	1031	i	11	/	i	0.9	/	/	/
CCOCC(=O)N1CCc2ccccc21	-0.33	-0.24	-0.3	0.59	9	774	-0.09	1307	9%	0.0	976	i	47	1	i	1.1	2.1	1.1	1.8
Next section
SMILES	Dynein transport	Dynein transport cytoplasmic EGFP	Dynein transport nuclear GR-EGFP	Dynein transport cell count	Lipid droplet	Lipid droplet cells 6.5 µM	Ins promoter up	Ins promoter up cell count	human PMI inhibition	b-catenin transl	b-catenin transl cell count 5 µM	T cell HTS	T cell HTS vesicle-bound %	TNAP activation fold	Myeloid diff 2	Myeloid diff 2 GFP+ MAC1+ %	MT stabilize HCS	MT stabilize HCS Hoechst-high %	MT stabilize HCS cytotoxicity %
CCCC(=O)C1=C(O)C(C(=O)OC)C(C)(C)CC1=Nc1ccc(C)cc1 (stereo not drawn)	-0.2	-0.32	0.11	0.51	11	700	-0.38	1564	14%	0.2	962	i	10	1	i	0.4	3.1	1.9	0.5
COc1ccc(NC(=O)c2c(C)nn(Cc3ccccc3)c2Cl)cc1S(=O)(=O)N1CCOCC1	0.38	-0.068	1	-1.2	4	686	0.04	1317	-2%	-3.1	1133	i	28	1	i	0.3	4.3	1.8	22
CCc1c(C(=O)Nc2cc(C)ccc2OC)[nH]c(C)c1C(C)=O	-1.5	-0.096	-0.24	0.81	10	676	-0.11	1319	6%	-0.7	1095	i	29	1	i	0.9	2.8	1.9	11
NS(=O)(=O)c1ccc(Nc2nc(-c3ccc(O)cc3O)cs2)cc1	-0.26	-0.14	-0.011	0.43	0	800	0.37	763	24%	/	/	i	33	1.9	/	/	2.8	2.4	0.8
CCOC(=O)C1=C(N)N2C(=O)C(C)SC2=C(C(=O)OCC)C1c1ccc(O)cc1 (stereo not drawn)	-0.71	-0.29	-0.27	0.98	-15	671	0.57	957	/	-1.1	1334	i	27	/	i	0.6	/	/	/
Cc1nnc(C)c2c(C)n(-c3ccccc3N)c(C)c12	0.057	-0.31	0.075	0.98	-36	650	0.17	1353	21%	3.0	968	i	5	1	i	0.1	1.9	1.2	0.8
Cc1ccc(-n2c(SCC(=O)NCCN3C(=O)CSC3=O)nnc2-c2ccccc2)cc1C	0.67	0.027	0.2	-1.1	6	591	-0.24	1559	7%	-1.3	1078	i	36	1.1	i	0.6	6.6	1.4	2.3
CCOC(=O)N1CCN(C(=O)Nc2ccccc2Cl)CC1	0.23	-0.19	0.29	1	-1	656	0.4	1922	17%	-2.2	1094	i	53	1.2	i	6.1	5.8	1.7	1.9
Cc1ccc(/C=C/C(=O)N2CCC(Cc3ccccc3)CC2)cc1	-0.9	-0.2	-0.35	0.41	-5	695	0.38	1522	15%	-1.1	1127	i	40	1.1	i	1.2	1.4	1.8	1.2
O=C(O)c1cccc(NC(=S)N/N=C/c2cccc(O)c2)c1	0.37	0.18	0.36	0.46	/	/	-0.55	989	-14%	-1.7	1063	i	64	0.9	i	0.2	3.3	3.5	12

Two of the compounds above, with values under each structure:
Values in the order – Dynein transport	Dynein transport cytoplasmic EGFP	Dynein transport nuclear GR-EGFP	Dynein transport cell count	Lipid droplet	Lipid droplet cells 6.5 µM	Ins promoter up	Ins promoter up cell count	human PMI inhibition	b-catenin transl	b-catenin transl cell count 5 µM	T cell HTS	T cell HTS vesicle-bound %	TNAP activation fold	Myeloid diff 2	Myeloid diff 2 GFP+ MAC1+ %	MT stabilize HCS	MT stabilize HCS Hoechst-high %	MT stabilize HCS cytotoxicity %
Cc1ccc(-n2c(SCC(=O)NCCN3C(=O)CSC3=O)nnc2-c2ccccc2)cc1C
 : 0.67	0.027	0.2	-1.1	6	591	-0.24	1559	7%	-1.3	1078	i	36	1.1	i	0.6	6.6	1.4	2.3
CCOC(=O)N1CCN(C(=O)Nc2ccccc2Cl)CC1
 : 0.23	-0.19	0.29	1	-1	656	0.4	1922	17%	-2.2	1094	i	53	1.2	i	6.1	5.8	1.7	1.9

Screening results (PubChem BioAssay)
